EWS-Fli inh = EWS/Fli transcriptional activity inhibition; 350,000 compounds, 0.67% hits; inhibition, % at 12.6 µM; A673 NR0B1-luciferase reporter, viability-normalised;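 active = mean inhibition of at least 50% after viability correction, with every replicate also passing that limit; inconclusive = mean reaches 50% but only one of two replicates passes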;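 note: firefly luciferase signal divided by Alamar Blue viability fluorescence both relative to DMSO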
miR-122 sensor = inhibitors of miR-122 in Huh7 cells; AID 602342; activation (reporter increase), % at 12.5 µM; 340,000 compounds, 0.3% hits; Huh7 miR-122 Renilla luciferase sensor, 48 h; neutral wells = 0, positive control = 100;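 active = mean replicate activation score at least 90 and every replicate individually at or above 90; inconclusive = only one of the two criteria met; inactive = neither criterion met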;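 note: higher luciferase means less miR-122 activity so hits act as miR-122 inhibitors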
PAX8 reporter = PAX8 transcriptional activity inhibition; RMG-I TPO-luciferase reporter, SteadyGlo, 24 h; inhibition, % at 12.6 µM; 360,000 compounds, 1.2% hits; AID 652154;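 active = mean replicate inhibition at least 60% with every replicate also reaching 60%; inconclusive = only one of the two criteria is met; inactive = mean below 60% and not all replicates reaching 60%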;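 note: luciferase light reporting Pax8 driven TPO promoter activity; plate controls were median of neutral control wells for no effect and mitoxantrone controls for full effect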
INS-1E GSIS act = GLuc luminescence reporter in INS-1E cells, primary screen for activators of glucose-dependent secretion of insulin; activation, % at 16.6 µM; 370,000 compounds, 0.61% hits; INS-1E GLuc reporter insulin secretion, 2-3 h;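 active = lowest replicate activation of at least 40%, so every replicate reaches that level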;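 note: 0% = median of neutral control wells and 100% = median of IBMX positive control wells; some compounds called inactive have numbers as strong as hits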
CFTR F508del cor = correctors of CFTR F508del function in bronchial epithelial cells; activity (quench increase), % at 7.58 µM; 350,000 compounds, 0.36% hits; AID 720511; CFBE cells, YFP halide quenching; stimulated with forskolin plus potentiator P3; % fluorescence drop versus neutral controls;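 active = mean added fluorescence quench of at least 8% versus neutral control, with both replicates also reaching 8%; inconclusive = only one of the mean or replicate conditions met; inactive = mean below 8% and not both replicates reaching 8%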;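 note: cells transiently co-express mutant CFTR-F508del with the halide-sensitive YFP; corrector assay measuring rescue of mutant channel to the surface after 24 h compound exposure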
FN deposit inh = fibronectin deposition inhibition; AH1F fibroblasts, Alexa488-fibronectin deposition fluorescence, overnight; inhibition, % at 12.6 µM; 350,000 compounds, 0.086% hits;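 active = mean inhibition across replicates of 30% or more, regardless of how many single replicates reach that level; inconclusive = mean under 30% yet at least half of replicates reach 30%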;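 note: positive control wells lacked labelled fibronectin entirely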
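Measured by – fluorescence 485/525 nm · System – AH1F fibroblast monolayer, labelled fibronectin deposition · Amount – 10000 cells per well · Buffer or medium – serum-reduced DMEM (2% serum) · Doses – single dose, pinned · Also added – fluorescent fibronectin at 24 nM final · Schedule – 1 h cell attachment, overnight exposure to compound and label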
DENV2 CPE rescue = DENV2-induced cell death inhibition | CPE inhibition, % at 9.99 µM | DENV2-infected cells, cytopathic effect rescue, plate reader | AID 651640 | 350,000 compounds, 1.7% hits; in the data active = CPE inhibition above about 20%, passing the limit was not always enough; inconclusive = no clear call, values can overlap the other calls; tested in BHK-21 cells;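 note: 0% = median of neutral control wells and 100% = median of positive control wells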
* marks the source's active call; other numbers are inactive results; ? = inconclusive; / = no result given; [ ] = dose if it differs, or a comment.

Each structure is followed by: EWS-Fli inh	miR-122 sensor	PAX8 reporter	INS-1E GSIS act	CFTR F508del cor	FN deposit inh	DENV2 CPE rescue
- O=C1NCCCC1C(=O)N/N=C/c1ccccc1[N+](=O)[O-] (stereo not drawn)
  -1	/	1	4	-2.0	-8	16
- Cc1ccc(N2CCCn3c2cc(C)c(C#N)c3=O)cc1C
  /	1	15	10	/	13	/
- CCOc1ccc(OCCC(=O)N(CC)CC(=O)NCc2cccs2)cc1
  3	-3	-5	41*	2.5	-5	10
- O=C(NC(=S)N1CCN(c2ccc([N+](=O)[O-])cc2Cl)CC1)c1ccco1
  4	-5	-2	-3	-0.7	2	-14
- Cc1cc(C)n2nc(SCCC(=O)NCc3ccccc3)nc2n1
  0	-7	-9	10	-1.1	-11	-1
- CCOC(=O)c1c(C)[nH]c(C)c1S(=O)(=O)NCC(=O)Nc1ccccn1
  3	4	0	7	1.7	-3	-2
- CC(=O)Nc1ccc(SCC(=O)Nc2cc(C)on2)cc1
  2	/	2	10	0.7	-12	0
- O=C(COC(=O)c1ccc(Cl)s1)c1cc2ccccc2o1
  /	1	-6	/	/	1	/
- O=C(N/N=C/c1ccc(Cl)cc1Cl)c1n[nH]c2c1CCCC2
  /	/	-62	38	/	7	/
- Cc1cc([N+](=O)[O-])ccc1NC(=O)c1ccco1
  4	-4	-7	10	-1.3	2	-1
- C=CCNC(=S)NCC=C
  -5	-2	/	-5	-2.9	/	-11
- CN(CC(=O)Nc1cccc([N+](=O)[O-])c1)S(=O)(=O)c1ccccc1
  -12	2	11	-8	-1.1	-18	6
- Cc1cccc(N=C2NN=C(c3c[nH]c4ccccc34)CS2)c1
  -24	-4	20	-1	0.9	7	7
- CN(C)c1ccc(C(C(=O)NCc2ccccc2)N(Cc2cccnc2)C(=O)c2snc(C(N)=O)c2N)cc1 (stereo not drawn)
  5	-5	16	-8	-0.2	2	-5
- Cc1ccc(OCC(=O)NC(=S)Nc2ccc(Br)cn2)cc1
  -9	/	7	-3	-2.6	0	-3
- O=C(CSc1nc(Nc2ccccc2)nc(N2CCOCC2)n1)Nc1cc(Cl)ccc1O
  27	/	/	/	3.5	11	?
- COc1cccc(S(=O)(=O)Nc2ccc3c(c2)[C@@H]2C[C@@H](CC(=O)NCc4ccccc4F)O[C@@H](CO)[C@@H]2O3)c1
  -13	18[16.7 µM]	68*	2	-3.9	/	-2
- CCC(=O)Nc1ccc2c(c1)OC[C@H](C)N(C(C)=O)C[C@@H](C)[C@@H](OC)CN(C)C2=O
  -2	2[16.7 µM]	/	13	1.6	7	-6
- COc1ccc(NC(=O)CN(C)C(=O)c2cccc(S(=O)(=O)N3CCN(c4ccc(F)cc4)CC3)c2)cc1
  10	/	36	-21	-1.3	-4	-5
- COc1cc(C(=O)OCC(=O)Nc2ccc(N3CCOCC3)cc2)ccc1OCC(C)C
  -17	/	7	6	-2.8	8	-6

Sorted by value in miR-122 sensor (low to high): 3 from the list above.
| mol | miR-122 sensor | INS-1E GSIS act | CFTR F508del cor |
| --- | --- | --- | --- |
| CN(C)c1ccc(C(C(=O)NCc2ccccc2)N(Cc2cccnc2)C(=O)c2snc(C(N)=O)c2N)cc1 (stereo not drawn) | -5 | -8 | -0.2 |
| Cc1cc([N+](=O)[O-])ccc1NC(=O)c1ccco1 | -4 | 10 | -1.3 |
| CCOC(=O)c1c(C)[nH]c(C)c1S(=O)(=O)NCC(=O)Nc1ccccn1 | 4 | 7 | 1.7 |

(list continues)
Each structure is followed by: EWS-Fli inh	miR-122 sensor	PAX8 reporter	INS-1E GSIS act	CFTR F508del cor	FN deposit inh	DENV2 CPE rescue
- O=C(NCc1ccco1)C1Cc2ccccc2CN1C(=O)c1ccco1 (stereo not drawn)
  -2	0	-11	21	1.7	-6	1
- Cc1ccc(S(=O)(=O)NCCC(=O)N2CC(C)OC(C)C2)cc1 (stereo not drawn)
  8	-8	-39	-4	-1.5	15	-1
- CCOC(=O)c1cnc(-c2ccccc2O)nc1Cl
  -42	/	-7	7	5.6	-1	2
- CO[C@@H]1CN(C)C(=O)c2ccc(NC(=O)c3ccc(F)cc3)cc2OC[C@H](C)NC[C@@H]1C
  -2	20[16.7 µM]	-2	-4	-1.2	-10	-1
- C[C@@H]1CN(c2ccc(N3CCNC[C@@H]3C)cc2C#N)C[C@H](C)O1
  -13	/	-5	/	0.0	4	-6
- COc1cc(C(=O)N2CCN(C(=O)c3ccccc3)CC2)cc(OC)c1OC
  -4	-4	/	11	-1.6	/	4
- COCC1CCN(C(=O)CCc2nnc(C3(c4ccc(Cl)cc4)CCC3)o2)CC1
  /	/	-31	-3	2.7	15	?
- CCOC(=O)C1=CN(Cc2ccco2)S(=O)(=O)N(C)C1CC (stereo not drawn)
  -3	-1	-8	-16	4.4	-2	-5
- CCOC(=O)CSC1=N/C(=C\c2cc(OC)c(OC)c(OC)c2)C(=O)N1C
  /	/	4	23	/	1	/
- CC1CC(C)CN(CCCNC(=O)Cc2c(C(=O)O)[nH]c3ccccc23)C1 (stereo not drawn)
  /	-10	-5	/	/	0	/
- COC(=O)CNC(=O)CSc1nc2c(sc(=S)n2-c2ccccc2)c(=O)[nH]1
  -2	3	2	8	0.0	-2	-3
- CC(C)C#Cc1cnc2c(c1)C(=O)N([C@H](C)CO)C[C@@H](C)[C@H](CN(C)C(=O)c1cccc(F)c1)O2
  -4	7[16.7 µM]	/	-8	3.6	2	2
- CCOc1ncccc1C(=O)OCC(=O)c1c[nH]c2ccccc12
  0	/	36	12	1.5	6	-2
- C/C=C/c1ccc([C@H]2[C@@H](CO)N(CC3CCCC3)C23CN(C(=O)CC)C3)cc1
  -2	/	12	20	-1.9	/	29*
- Cc1cccc(NC(=S)N2N=CCC2c2ccccc2)c1 (stereo not drawn)
  /	3	-66	1	/	-6	/
- Cc1ccc(S(=O)(=O)N(C)CC(=O)Nc2ncccc2C)cc1
  1	/	-8	7	-1.5	6	0
- COc1ccccc1CC(=O)c1ccc(OCc2ccccc2)cc1
  -51	-1	-46	3	-0.7	4	/
- COc1ccc(-n2nc(C(=O)N3CCC(N4CCCCC4)CC3)c3c4ccccc4n(C)c3c2=O)cc1
  -2	4	9	-13	-0.5	6	-1
- COc1ccc(NC(=O)Nc2ccc3c(c2)CC(=O)N([C@H](C)CO)C[C@@H](C)[C@H](CN(C)Cc2ccccc2)O3)cc1
  0	-2[16.7 µM]	12	2	1.5	/	-13
- C[C@@H]1CCCCO[C@@H](CN(C)C(=O)C2CCCCC2)[C@H](C)CN([C@H](C)CO)C(=O)c2cc(NS(=O)(=O)c3cccs3)ccc2O1
  0	-16[16.7 µM]	/	-18	3.0	/	0
- O=[N+]([O-])c1ccc(N/N=C2\CC3CC=CC23)cc1 (stereo not drawn)
  -52	/	-79	-20	4.5	3	10
- CCc1ccccc1NC(=O)COc1cccc2ccc(C)nc12
  /	7	-1	11	/	7	/
- O=C(NCc1cccs1)C1CCN(S(=O)(=O)c2ccccc2F)CC1
  7	-8	5	-6	-2.3	-1	-8
- O=C(NCC[C@@H]1CC[C@@H](NS(=O)(=O)c2ccc(F)cc2)[C@H](CO)O1)Nc1ccc(F)cc1
  -24	/	13	-9	-1.2	-6	-3
- COc1ccc2c(c1OC)C(=O)OC2N1C(=O)CC[C@H]1C(=O)NCC1CCCO1 (stereo partly drawn)
  0	-9	/	/	-3.6	/	4
- Cc1ccc(C(C)NC(=O)c2ccncc2)cc1C (stereo not drawn)
  0	-5	3	-5	-3.4	7	1
- CC(=O)N(C)C[C@@H]1Oc2cc(C#CC3CCCC3)ccc2S(=O)(=O)N([C@H](C)CO)C[C@@H]1C
  13	0[16.7 µM]	5	-8	-3.6	-2	0
- CCN1C(=O)[C@@H]2[C@@H](c3ccc(SC4CCCCC4)cc3)N3CCC[C@@]3(C(=O)OC)[C@@H]2C1=O
  16	-1	1	/	0.5	-4	?
- COc1ccc2c(c1)-c1nc(/N=C/c3ccccc3O)sc1CC2
  -24	18	/	-14	0.4	3	3
- COc1cccc(NC(=O)N2C[C@@H](O)COC[C@@H]3O[C@H](CC(=O)NC4CCCC4)CC[C@H]32)c1
  -11	-3[16.7 µM]	-14	16	-1.4	-4	-7
- CSc1ccc(/C=C/C(=O)OCC(=O)c2ccc[nH]2)cc1
  -6	/	-27	3	2.9	1	-9
- S=C(NCCCc1ccccc1)NC1CCCCC1
  /	/	-54	-27	-0.1	/	-2
- CN(Cc1ccccc1)c1ncc(C=O)s1
  8	1	7	-15	0.9	2	4
- COc1cc(/C=C/C(=O)O)cc(S(=O)(=O)Nc2ccc(S(=O)(=O)N3CCCCC3)cc2)c1OC
  -6	/	-12	15	0.8	-2	-5
- Cc1ccccc1OCC(=O)Nc1ccc2c(c1)Cc1ccccc1-2
  6	/	/	7	-3.2	/	-2
- COCc1[nH]nc2c1C(c1ccc(F)cc1)N(c1ccccc1)C2=O (stereo not drawn)
  -11	/	-22	-1	1.0	-6	17
- CSc1ccc(S(=O)(=O)N2CCC(C(=O)N3CCOCC3)CC2)cc1
  -2	-13	-4	7	0.3	8	-4
- Cc1cc(C(=O)Nc2cccc3c2O[C@@H](CN(C)C(=O)Nc2ccc(C(F)(F)F)cc2)[C@H](C)CN([C@H](C)CO)C3=O)n(C)n1
  -2	0[16.7 µM]	1	12	0.4	/	5
- CCCC(=O)Nc1ccc2c(c1)C(=O)N(C)[C@H]1CC[C@H](CC(=O)NCC3CC3)O[C@@H]1CO2
  9	4[16.7 µM]	-15	9	-0.5	-15	?
- COc1ccc(CN(C)c2ncnc3sccc23)c(OC)c1OC
  63*	1	23	-26	-2.4	-1	0
- O=c1oc2cc(Oc3c([N+](=O)[O-])cc(C(F)(F)F)cc3[N+](=O)[O-])ccc2c2c1CCCC2
  /	-1	-18	/	/	0	/
- C[C@H]1CN([C@@H](C)CO)C(=O)c2cc(NC(=O)Nc3ccccc3)ccc2O[C@H]1CN(C)S(C)(=O)=O
  -10	-7[16.7 µM]	2	13	-2.2	/	0
- COC(=O)c1cc(NS(=O)(=O)c2ccc(NC(C)=O)cc2)ccc1Cl
  2	2	4	-20	-1.2	-1	1
- CNC(=O)C[C@@H]1CC[C@@H]2[C@H](COC[C@@H](O)CN2S(=O)(=O)c2ccccc2Cl)O1
  /	-6[16.7 µM]	/	6	-0.2	8	-5
- O=C(C[C@@H]1C=C[C@@H](NC(=O)c2cccc(F)c2)[C@H](CO)O1)Nc1nccs1
  5	/	-8	-3	-0.4	0	1
- O=C(O)c1cccc(S(=O)(=O)N(Cc2ccccc2)c2ccccc2)c1
  -8	/	-9	/	-2.3	-6	?
- CNC[C@H]1Oc2ccc(NS(=O)(=O)c3ccc(Cl)cc3)cc2C(=O)N([C@H](C)CO)C[C@@H]1C
  0	1[16.7 µM]	-20	16	2.9	/	-18
- COc1ccc(C(=O)Nc2cnn(Cc3ccc(Cl)cc3)c2)cc1OC
  /	-2	-44	26	/	4	/
- O=C(O)c1cc(O)ccc1-c1ccc(O)cc1
  /	2	14	/	/	-10	/
- C[C@H](CO)N1C[C@H](C)[C@@H](CN(C)Cc2ccc(-c3ccccc3)cc2)Oc2ccc(NC(=O)Cc3ccccc3)cc2C1=O
  -5	7[16.7 µM]	/	-28	-0.9	/	/
- COc1ccc(CN2C(=O)C(C)=C(C)C2OC)cc1 (stereo not drawn)
  -4	/	-11	10	0.7	-6	8
- C[C@H](CO)N1C[C@H](C)[C@H](CN(C)S(=O)(=O)c2cccs2)Oc2ccc(NC(=O)Nc3ccc4c(c3)OCO4)cc2C1=O
  4	-4[16.7 µM]	/	2	-1.0	-3	13
- CCCCCCCN=CC1=C(O)CC(c2ccccc2)CC1=O (stereo not drawn)
  4	-3	27	-4	-2.0	4	7
- COCCN1CC(=O)N2C(c3cccc(OC)c3)c3[nH]c4ccccc4c3C[C@H]2C1=O (stereo partly drawn)
  10	37	12	-2	-1.0	2	2

Screening data deposited in PubChem BioAssay by Broad Institute.
